High-throughput results (PubChem BioAssay)
Hep lipid drop: modulators of hepatic lipid droplet formation. inhibition, % at 6.5 µM. actives 0.4% (n = 240,000). AML12 mouse hepatocytes, oleate lipid droplets, BODIPY imaging. AID 1656;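 active = lipid droplet intensity inhibited by at least 50%, with more than 500 cells counted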
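Assay system: AML12 hepatocytes (mouse); Probe or stimulus: oleic acid at 100 µM to induce lipid droplet formation; Dosing: compound at 6.5 µM only; Schedule: compound with oleate, overnight; Detection: fluorescence imaging, 20x objective, two fields per well; Measure: % inhibition of lipid droplet signal.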
Insulin prom up: MIN6 insulin promoter up-regulation. MIN6 insulin promoter-GFP reporter, high-content imaging; active compounds read high. z-score at 5 µM. actives 0.3% (n = 190,000);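 active = z-score above 3 at 5 µM with at least 500 cells counted in the well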
human PMI inhibition: inhibitors of human PMI, primary screen, biochemical, fluorescence intensity, coupled assay (AID 1209). purified PMI enzyme, coupled fluorescence intensity; higher % means a stronger effect. inhibition, % at 20 µM; hits with a dose series show IC50 in µM. actives 0.42% (n = 190,000); in the data active = inhibition above about 50%;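 also: plate controls were DMSO vehicle for no effect and wells lacking substrate for full effect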
MT stabilizer: microtubule stabilization, imaging screen | HeLa tubulin immunostaining HCS, 24 h; share of cells brighter than vehicle mean+2SD | % tubulin-high responders, % at 10 µM | actives 0.83% (n = 200,000) | AID 2205;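 active = plate Z-score above 3 for both tubulin-high and condensed-nucleus cell shares, with cell loss under 80%, at 10 µM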;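 also: anti alpha tubulin signal scored within the nucleus-defined area of each cell; some results filed as inactive read as strong as hits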
TNAP activation fold: stimulation of alkaline phosphatase TNAP activity – biochemical, luminescent, no phosphate acceptor, uHTS, primary screen (AID 1001). one-dose activation fold at 20 µM; EC50 in µM for titrated hits. actives 0.03% (n = 200,000). purified TNAP, luminescent activation assay, no phosphate acceptor; higher activation fold means a stronger effect; in the data active = activation fold from about 3, or a potency from the dose series; inactive = the rest, 99 in 100 with activation fold below about 1.6; also: many of its hits are not listed in these tables
T cell modulator: modulates CD8 T cell binding to vesicles; AID 2052; actives 0.068% (n = 330,000); calls only at 7 µM; 2C CD8+ T cell-vesicle binding, flow cytometry; active compounds read low;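 active = response, share of CD8 T cells binding vesicles, and their 90th percentile fluorescence all below set limits, cut at about 80% in these data, passing the limit was not always enough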
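Read-out – percent CD8+ FL2 mean versus row control · System – murine 2C transgenic CD8+ T lymphocytes · Times – 1.5 h cell–vesicle binding at 37 °C, then 20 min icy labelling · Control set – naked vesicles low, QL9 vesicles with vehicle high · Detection – cytometric PE anti-B7-1 and Alexa647 anti-CD8 signals after 1% paraformaldehyde fixation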
Dynein transport: blocks dynein driven cargo transport along microtubules | 3617.4 mouse cells, GR-EGFP nuclear translocation imaging; test concentration mostly 20 µM; stimulated with dexamethasone, 1 µM; active compounds read low | z-score, hits read low | actives 0.47% (n = 220,000) | AID 1381;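 active = plate z-score of nuclear minus cytoplasmic receptor signal below a set negative limit, without overly bright fluorescence or cell loss, cut at about -3.5 in these data, passing the limit was not always enough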;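 also: z-score of nuclear minus cytoplasmic ring GR-EGFP intensity difference per well; some compounds called inactive have numbers as strong as hits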
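Buffer or medium: tetracycline-free induction medium containing charcoal-stripped FBS / Reagent: dexamethasone agonist, 1.0 µM final, for 30 min / Technique: automated 10x imaging of fixed Hoechst-stained cells / Times: induction 48 h, compound 1 h, agonist 30 min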
Myeloid diff MLP: promotes myeloid progenitor differentiation; ER-HoxA9 myeloid progenitors, lysozyme-GFP differentiation, flow cytometry; actives 1% (n = 360,000); calls only at 10 µM;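 active = normalized GFP-positive differentiation at or above the plate's own cutoff, the solvent-only control mean plus 3 SD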;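 also: cells exposed to compound for four days before flow analysis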
bCat nuc transl: beta-catenin nuclear translocation modulation; nuclear translocation activity, % at 5 µM; AID 1665; HeLa beta-catenin nuclear translocation, immunofluorescence imaging; actives 0.3% (n = 190,000);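 active = nuclear translocation activity above 50% at 5 µM, with a well cell count of 50 or more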;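 also: per-cell ratio of nuclear to cytoplasmic median beta-catenin stain intensity; plate controls were DMSO negative control for no effect and GSK-3 inhibitor IX positive control for full effect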
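Assay system: human HeLa cells, native beta-catenin; doses: 5 µM primary, 0.02–20 µM confirmation; incubation: compound treatment 24 h, 37°C, 5% CO2; technique: fluorescence imaging of beta-catenin antibody stain plus DAPI; measure: % activation, nuclear-to-cytoplasmic median beta-catenin signal ratio per cell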
Dynein transport cytoplasmic EGFP: also measured in Dynein transport; calls as there; z-score; measured here: cytoplasmic GR-EGFP intensity; active compounds read high
Dynein transport nuclear GR-EGFP: second read-out of Dynein transport, no call of its own (marks repeat the call); z-score; measured here: nuclear GR-EGFP intensity;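 lower value marks the stronger effect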
Dynein transport cell count: second read-out of Dynein transport, no call of its own (marks repeat the call); z-score; measured here: cell count per field
Insulin prom up cell count: further read-out of Insulin prom up, marked with its call; cell count; measured here: cytotoxicity, nuclei count;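 total cells summed across four imaged fields per well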
Hep lipid drop cells 6.5 µM: second read-out of Hep lipid drop, no call of its own (marks repeat the call); cell count; measured here: cell count, cytotoxicity flag;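 cells counted across two imaged fields per well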
bCat nuc transl cell count 5 µM: also measured in bCat nuc transl; calls as there; cell count; measured here: cell count, cytotoxicity flag
T cell modulator vesicle-bound %: further read-out of T cell modulator, marked with its call; double positive events, %; measured here: CD8+ vesicle-bound cell fraction;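 binding gate set so that unloaded-vesicle control wells show 10% double positive cells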
MT stabilizer Hoechst-high %: also measured in MT stabilizer; calls as there; % Hoechst-high responders; measured here: nuclear condensation Hoechst responders;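 share of cells brighter than vehicle mean plus two SD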
MT stabilizer cytotoxicity %: also measured in MT stabilizer; calls as there; toxicity, %; measured here: cytotoxicity by cell density;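 0% = mean cell density of plate MIN control wells and 100% = no cells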
Myeloid diff MLP GFP+ MAC1+ %: recorded beside Myeloid diff MLP, whose call it bears; GFP+ MAC1+ double positive, %; measured here: differentiation confirmed by MAC1 staining
The depositor's hits bear a star; i = inactive; / = not tested or not shown. An unsorted share of the library. Share with any hit: about 3%.

SMILES	Hep lipid drop	Hep lipid drop cells 6.5 µM	Insulin prom up	Insulin prom up cell count	human PMI inhibition	MT stabilizer	MT stabilizer Hoechst-high %	MT stabilizer cytotoxicity %	TNAP activation fold	T cell modulator	T cell modulator vesicle-bound %	Dynein transport	Dynein transport cytoplasmic EGFP	Dynein transport nuclear GR-EGFP	Dynein transport cell count	Myeloid diff MLP	Myeloid diff MLP GFP+ MAC1+ %	bCat nuc transl	bCat nuc transl cell count 5 µM
CCS(=O)(=O)NCc1ccc2[nH]c3c(c2c1)CCCC3	4.7	712	0.13	977	33.9%	3.5	2.8	11.9	1.1	i	53.7	-0.652	-0.156	-0.0772	0.41	/	/	/	/
Cc1noc(C)c1S(=O)(=O)Nc1cc(C(F)(F)F)ccc1N1CCOCC1	9.4	686	0.93	1382	/	/	/	/	/	i	50.5	0.405	-0.249	-0.0205	0.102	i	0.5	1.7	1164
CCOC(=O)C1C(C(=O)Nc2cccc(C(F)(F)F)c2)C1C(=O)NC(C)C (stereo not drawn)	14.7	686	-0.4	1293	2.4%	2.4	2.1	3.1	1.1	i	44.1	-0.715	-0.368	-0.865	1.28	i	0.6	-0.7	1081
CSc1nn2c(C(F)(F)F)cc(C(F)(F)F)nc2c1C(N)=O	-3.7	704	0.28	1248	/	/	/	/	/	i	62.8	0.00616	-0.0977	0.000711	-0.00566	i	0.8	-0.2	1024
Cn1c2ccccc2c(=O)c2c(=O)n(Cc3ccco3)c(-c3ccc(C(C)(C)C)cc3)nc21	-8.2	720	-1.14	1077	/	/	/	/	/	i	12.7	0.0256	-0.201	0.393	-0.0595	/	/	-0.4	1346
Cc1ccc(NC(=O)c2ccccc2F)nc1	-0.3	695	-0.47	1305	10.1%	2.9	3.0	22.9	1.2	i	26.4	0.494	-0.262	0.253	0.548	i	0.4	/	/
COc1ccc(-n2c(=O)c3ccccc3n(Cc3ccccc3F)c2=O)cc1OC	-9.9	727	-0.37	1276	7.7%	2.0	2.6	7.2	1.2	i	56.4	-0.0652	-0.327	-0.197	0.661	i	0.5	1.4	1027
O=C(CN1CCN(c2cccc(C(F)(F)F)c2)CC1)Nc1cccc(C(F)(F)F)c1	3.9	740	-0.01	932	23.2%	2.3	1.7	8.2	1	i	15.2	0.0232	-0.0631	-0.0383	0.474	i	0.6	-4.0	1120
NC(=O)c1c(NC(=O)c2cccs2)sc2c1CCCCCC2	/	/	0.02	1241	-0.3%	4.2	2.7	1.4	1	i	8.3	3.5	0.0137	2.36	-2.16	i	0.9	3.9	1129
Cc1cc(C(=O)CSc2nnc(-c3ccc4c(c3)OCO4)o2)c(C)n1-c1ccc(F)cc1	1.5	705	0.09	1285	17.6%	12.1	1.6	15.0	1.1	i	47.8	-0.0362	-0.121	0.0499	-0.537	i	0.4	0.2	1026
CN(CC(=O)Nc1ccc(C(N)=O)cc1)CC(=O)Nc1ccccc1Br	13.4	731	-0.4	1131	/	/	/	/	/	i	8.8	-0.654	-0.262	-0.314	0.569	i	1.4	1.6	1291
CC(NC(=O)COC(=O)Cc1ccccc1[N+](=O)[O-])c1ccccc1 (stereo not drawn)	-8.1	669	0.98	1260	4.0%	3.9	1.9	3.1	1	i	43.9	2.13	-0.154	0.738	-1.35	i	1.0	/	/
CCS(=O)(=O)N1CCC(NC(=O)C2CCCCC2)CC1	/	/	1.52	1135	-8.0%	2.9	2.2	4.8	1	i	35.3	-0.727	-0.229	-0.239	1.23	i	0.6	0.3	1135
CC(C)(C)c1cnnn1-c1cccc([N+](=O)[O-])c1	-5.0	756	-0.06	1525	0.8%	1.3	1.4	4.2	1	i	37.6	-0.708	-0.277	-0.524	0.995	i	0.1	0.1	1268
Cc1ccc2[nH]c(=O)c(NC(N)=S)nc2c1	/	/	0.11	1611	0.9%	2.6	0.8	3.5	1	/	/	0.224	-0.194	0.668	0.214	i	0.8	-0.1	1373
O=C(Cc1cccs1)Nc1nnc(Cc2ccccc2)s1	-0.1	686	0.03	1193	-18.1%	3.3	2.8	8.0	1	i	53.8	-1.86	0.469	-0.763	0.88	i	1.0	0.7	1177
O=C(CSc1nnc(-c2ccccc2)o1)OCc1ccccc1	/	/	/	/	-0.5%	2.1	1.7	8.1	1.1	i	55.2	-0.209	-0.223	-0.116	0.547	/	/	/	/
CCCCN1CC2=C(C1=O)C(c1ccc(O)cc1)NC(=O)N2C (stereo not drawn)	5.5	655	-0.55	1243	-14.0%	3.4	2.0	6.5	1.1	i	55.0	-0.463	-0.354	0.123	0.119	i	0.4	0.2	1086
CCOC(=O)N1CCC(N2C(=O)c3ccccc3C2Nc2cc(OC)c(OC)c(OC)c2)CC1 (stereo not drawn)	-1.1	715	-0.54	1091	6.6%	5.6	2.4	4.4	1.1	i	48.4	0.491	-0.101	0.648	-0.391	i	2.0	-4.7	1159
CCn1ccnc1CN(C)C(=O)CCc1nnc(CCCc2ccccc2)o1	-9.5	704	0.18	1374	8.3%	1.5	2.1	2.1	1.1	i	58.1	-0.0527	-0.281	-0.0751	0.609	i	0.4	-0.1	1119
O=C(NC(Cc1ccccc1)C(=O)Oc1ccc2c(C(F)(F)F)cc(=O)oc2c1)OCc1ccccc1 (stereo not drawn)	8.2	645	-0.15	1343	11.2%	4.9	2.1	4.6	1.1	i	27.5	-0.815	0.146	-0.558	-0.991	i	0.1	-3.3	544
CN1CCN(Cc2c(O)ccc3cc(-c4ccccn4)c(=O)oc23)CC1	14.1	720	-0.07	1300	4.6%	4.9	2.6	9.6	1.3	i	44.6	0.259	-0.302	-0.0487	-0.217	i	0.2	1.1	1118
CC1CC(=O)C2=C(C1)Nc1nc3ccccc3n1C2c1cccnc1 (stereo not drawn)	18.9	678	0.05	1569	11.5%	0.9	0.8	1.1	0.5	i	35.0	2.88	0.411	1.62	-1.65	i	0.6	0.1	1557
CCCC(=O)Nc1nc2ccc(NC(=O)c3ccccc3F)cc2s1	4.0	707	-0.16	1340	11.3%	34.1*	51.0*	31.0*	1.1	i	47.0	0.907	-0.335	0.221	-0.722	i	1.0	6.4	949
Fc1cccc(NC(=S)Nc2cccnc2)c1	8.8	699	0	1557	1.1%	2.1	1.5	0.2	0.9	i	18.2	-1.08	-0.225	-0.26	0.137	i	0.2	-0.9	999
Cc1[nH]c2ccccc2c1C(=O)C(=O)N1CCN(C(=O)c2ccco2)CC1	8.9	710	1.24	1647	-1.5%	3.4	1.8	7.5	1.1	i	52.8	0.246	-0.197	0.0185	2.74	i	0.3	1.5	941
C=C(C)C(=O)Nc1cccc(C2=NOC3(C2)C[C@@H](C(N)=O)N(C(=O)c2ccc(Cl)cc2)C3)c1 (stereo partly drawn)	/	/	1.24	755	/	/	/	/	/	i	14.7	0.0157	-0.703	0.0691	-0.182	/	/	-2.7	1187
CN1CCN(NC(=O)c2ccc(S(=O)(=O)N3CC4(C)CC3CC(C)(C)C4)cc2)CC1 (stereo not drawn)	-1.7	683	0.88	1033	/	/	/	/	/	i	30.7	-0.121	-0.246	-0.102	0.497	i	0.9	0.4	1308
CCN1C(=O)c2cccc3c(S(=O)(=O)Nc4ccncc4)ccc1c23	15.5	767	-0.56	1045	11.9%	1.7	1.3	6.9	1.1	i	18.5	-1.98	4.38	-0.196	-2.73	i	1.5	-2.6	1222
N#C/C(=N\Nc1ccccc1)C(=N)N1CCOCC1	-5.9	657	0.02	1386	15.2%	2.0	2.2	5.6	1	i	0.1	-0.241	-0.257	-0.116	0.719	i	0.6	1.3	1055
Cc1ccc(-c2nc(=S)c3c(n2Cc2ccco2)CCCC3)cc1	-42.1	679	-1.39	1623	4.1%	3.5	1.3	1.3	1	/	/	0.526	0.0771	0.78	-0.886	i	0.9	2.3	893
CCCCC1CCC(c2nc(-c3ccccn3)no2)CC1 (stereo not drawn)	/	/	0.88	1442	16.1%	2.1	1.8	8.6	1	i	47.3	-0.598	-0.211	-0.381	0.451	i	1.2	0.6	1343
COC(=O)C1=C(C)N(CCc2ccccc2)C(=O)/C1=C\c1ccco1	-18.6	671	0.81	1229	-9.5%	2.4	2.5	7.2	0.9	i	50.8	-0.426	-0.184	-0.176	0.136	i	1.2	/	/
Cc1ccc(OCC(=O)NCCc2nc3ccccc3[nH]2)c(C)c1	-7.4	705	0.08	1045	-10.9%	2.8	3.9	6.7	1	i	46.6	0.643	-0.35	0.745	-0.623	i	0.2	-0.1	1031
